Compound activity deposited in PubChem by Johns Hopkins Ion Channel Center.
RGS4 act: RGS4 potentiators or activators, primary screen, cell-based, HEK293 M3R inducible RGS4, calcium flux; carbachol calcium flux Fluo4; active compounds read low; B-score at 10 µM; 310,000 tested, 0.92% active;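 active means B-score of the integrated calcium signal more than 4 SD below the library mean, with starting fluorescence not abnormally high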;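 further: negative B-score means reduced calcium response which marks RGS4 activation or potentiation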
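Detection: kinetic calcium fluorescence imaging with Fluo4-AM dye, 2 µM / Material: HEK293 cells with stable M3R and inducible RGS4 / Schedule: recording 10 s baseline at 1 Hz, 100 s post-agonist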
TMEM16A inh: TMEM16A chloride channel inhibitors, primary screen, cell-based, HTS; HEK293 TMEM16A/YFP iodide influx fluorescence, ionomycin; 310,000 tested, 1.2% active; normalized B-score (activity score, 25-100; higher = stronger inhibition) at 10 µM; Anoctamin-1 (Mus musculus), Q8BHY3; AID 588511, 2011;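 active means ratio plate-corrected score three or more library SD toward inhibition, starting fluorescence score within five deviations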;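 further: score derived from kinetic fluorescence span divided by baseline fluorescence per well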
KCNQ1 inh: inhibitors of human KCNQ1 channel, primary screen, cell-based, thallium flux, high-throughput | Potassium voltage-gated channel subfamily KQT member 1 (Homo sapiens), P51787 | CHO-K1 KCNQ1, FluxOR thallium flux fluorescence; active compounds read high | B-score at 10 µM | 310,000 tested, 1.3% active | AID 2642, 2010;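 active means compounds whose thallium flux B-score, printed positive for inhibition, exceeds three library SD while starting fluorescence stays within three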;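 further: channel opened by potassium depolarization with thallium stimulus after 20 min compound exposure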
Target sequence (P51787 whole entry, looked up): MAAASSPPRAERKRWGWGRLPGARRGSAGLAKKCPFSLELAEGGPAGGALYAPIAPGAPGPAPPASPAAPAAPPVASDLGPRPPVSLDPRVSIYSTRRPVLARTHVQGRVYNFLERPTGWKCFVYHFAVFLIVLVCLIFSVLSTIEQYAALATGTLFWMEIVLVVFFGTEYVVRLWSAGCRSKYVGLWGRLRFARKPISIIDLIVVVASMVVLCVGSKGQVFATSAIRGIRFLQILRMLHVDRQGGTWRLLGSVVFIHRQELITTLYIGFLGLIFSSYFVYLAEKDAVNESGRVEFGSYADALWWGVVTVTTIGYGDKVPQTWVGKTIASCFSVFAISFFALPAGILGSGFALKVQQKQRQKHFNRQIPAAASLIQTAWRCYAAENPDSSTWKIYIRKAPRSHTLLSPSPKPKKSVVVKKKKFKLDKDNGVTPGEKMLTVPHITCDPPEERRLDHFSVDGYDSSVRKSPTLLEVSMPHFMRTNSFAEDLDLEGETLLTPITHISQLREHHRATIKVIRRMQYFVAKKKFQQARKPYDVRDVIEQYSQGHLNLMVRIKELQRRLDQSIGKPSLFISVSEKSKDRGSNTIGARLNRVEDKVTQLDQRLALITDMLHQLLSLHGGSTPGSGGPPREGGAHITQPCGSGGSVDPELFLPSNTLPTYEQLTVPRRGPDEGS
KCNK9 inh: KCNK9 potassium channel inhibitors, primary screen, HEK293 cells, thallium flux; Potassium channel subfamily K member 9 (Homo sapiens), Q9NPC2; FluxOR thallium flux fluorescence; active compounds read low; 310,000 tested, 1.2% active; B-score at 10 µM; AID 488922, 2010;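 active means ratio B-score over 3 SD below the library mean, with starting fluorescence within 5 SD of its mean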;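 further: negative B-score means less thallium flux so channel inhibition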
Target sequence (Q9NPC2 whole entry, looked up): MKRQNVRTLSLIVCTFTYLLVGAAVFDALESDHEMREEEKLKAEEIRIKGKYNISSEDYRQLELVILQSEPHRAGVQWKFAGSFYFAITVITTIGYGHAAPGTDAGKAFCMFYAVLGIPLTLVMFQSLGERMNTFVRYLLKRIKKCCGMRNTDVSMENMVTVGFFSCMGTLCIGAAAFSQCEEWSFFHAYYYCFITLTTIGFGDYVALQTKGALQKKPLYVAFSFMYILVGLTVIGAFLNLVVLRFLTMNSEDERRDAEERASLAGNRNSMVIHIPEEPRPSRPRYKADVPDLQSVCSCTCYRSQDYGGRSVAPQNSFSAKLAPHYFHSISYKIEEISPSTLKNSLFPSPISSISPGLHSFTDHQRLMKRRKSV
RGS4 inh: RGS4 inhibitors, primary screen, cell-based, HEK293 M3R inducible RGS4, calcium flux; Regulator of G-protein signaling 4 (Homo sapiens), P49798; Fluo-4 calcium flux; active compounds read high; triggered by carbachol at its EC20; B-score at 10 µM; 310,000 tested, 0.45% active;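 active means B-score, a plate-corrected calcium signal, over three deviations above library mean, with baseline fluorescence within five deviations of library mean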;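 further: RGS4 expression induced by doxycycline in cells with stable M3 receptor; B-score is computed from the integrated fluorescence ratio over baseline after carbachol; higher B-score means a larger calcium signal and so more RGS4 inhibition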
ANO1 activ: TMEM16A chloride channel activators or potentiators, primary screen, cell-based, HTS; HEK293 TMEM16A/YFP-H148Q/I152L, iodide quench fluorescence; active compounds read low; B-score at 10 µM; 340,000 tested, 0.3% active; AID 623877, 2012;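 active means fluorescence-ratio B-score plate-corrected deviation score at least 3 library SD below zero, with starting fluorescence score within 5 deviations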;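 further: channel opened by trigger with iodide after compound preincubation; score built on the fluorescence ratio of max minus min over baseline; more negative score means more quench and so TMEM16A activation or potentiation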
MrgX1 allo act: positive allosteric modulators of MrgX1, primary screen, HEK293 cells, Fluo-4 calcium flux. B-score at 10 µM. AID 588675, 2011. Mas-related G-protein coupled receptor member X1 (Homo sapiens), Q96LB2. FDSS; active compounds read high. 310,000 tested, 0.63% active;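 active means plate-corrected calcium response at least 3 library SD above typical, normal starting fluorescence, not activating the receptor alone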;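 further: compound read alongside a low EC10 to EC30 dose of BAM8-22 agonist; peak minus trough fluorescence over baseline measured at the second addition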
MrgX1 ag: agonists of human MrgX1 receptor, primary screen, HEK293 cells, Fluo-4 calcium flux | 310,000 tested, 0.44% active | Mas-related G-protein coupled receptor member X1 (Homo sapiens), Q96LB2 | B-score at 10 µM | Fluo-4 calcium fluorescence, agonist mode; active compounds read high | AID 588627, 2011;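 active means calcium response B-score plate-corrected fluorescence ratio at least 3 library SD, with starting fluorescence B-score inside 5 SD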
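Test system: HEK293 cells stably expressing human MrgX1 receptor; Input: fifteen thousand cells per well; Dosing: compound delivered in addition one of three; Schedule: overnight seeding, then 1 h dark dye loading; Technique: Fluo-4 NW calcium fluorescence; Measure: B-scored fluorescence response ratio; Controls: positive and negative controls per plate.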
KCNQ1 act: potentiators or activators of KCNQ1 channel, primary screen, cell-based, thallium flux, high-throughput | CHO-K1 KCNQ1, thallium flux FluxOR fluorescence; active compounds read high | B-score at 10 µM | 310,000 tested, 0.35% active;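 active means fluorescence ratio B-score, a plate-corrected score, at least three library SD, with initial intensity B-score within 5 SD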
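Test system: CHO-K1 cells stably expressing KCNQ1 / Medium: assay buffer / Also added: depolarizing K+/Tl+ stimulus, K2SO4 and Tl2SO4 each 12.5 mM in 5x stock / Incubation: 90 min dye loading and 20 min compound exposure, both at room temperature / Signal: thallium influx via FluxOR fluorescence, kinetic imaging / Evaluation: B score of baseline-normalized fluorescence ratio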
hERG protect: hERG rescue from dofetilide block, primary screen, cell-based, CHO-hERG, FluxOR thallium flux, dofetilide IC70 | Voltage-gated inwardly rectifying potassium channel KCNH2 (Homo sapiens), Q12809 | dofetilide IC70 present | activation (rescue from dofetilide block), less the hit threshold, % at 10 µM | 310,000 tested, 0.51% active | AID 1511, 2009;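 active means activation above the mean of controls blocked by dofetilide plus 5 SD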;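 further: thallium influx through hERG after potassium depolarization seen as dye fluorescence rise; in these data hits start at about 4.7%; inactives centre near -7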
KCNK3 inh: human KCNK3 channel inhibitors, primary screen, CHO cells, FluxOR thallium flux, B-score. 340,000 tested, 0.84% active. Potassium channel subfamily K member 3 (Homo sapiens), O14649. B-score at 10 µM. FluxOR fluorescence; active compounds read low;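 active means B-score under library mean minus 4 SD, starting fluorescence ratio at most library mean plus 5 SD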;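 further: more negative B-score means stronger inhibition of thallium flux through KCNK3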
Starred values were filed as active, the others as inactive; i = inactive. Only part of the results is shown; count on the stated rates, not on these rows.

SMILES | RGS4 act | TMEM16A inh | KCNQ1 inh | KCNK9 inh | RGS4 inh | ANO1 activ | MrgX1 allo act | MrgX1 ag | KCNQ1 act | hERG protect | KCNK3 inh
Cc1ccc(N2CCN(CCc3ccccc3)CC2)cc1 | i | i | i | i | i | i | i | i | i | -9.2 | i
CCCCn1c(C)c(C(=O)OCC)c2c(CN3CCCC3)c(O)ccc21 | i | i | i | i | i | i | i | i | i | -13.7 | i
CC1(C)CN=C(Nc2ccc(F)c(Cl)c2)S1 | i | i | i | i | i | i | i | i | i | -4.9 | i
CCCCCn1c(NC(=O)c2ccco2)c(C(=O)OCC)c2nc3ccccc3nc21 | i | i | i | i | i | i | i | i | i | -19.8 | i
COC(=O)C1=C(c2ccccc2)C[C@@H]2CC[C@H]1N2C(=O)NC(C)C | i | i | i | i | i | i | i | i | i | -6.8 | i
CC(C)(C)n1c(O)c(C=Nc2ccc3c(c2)CCC3)c(=O)[nH]c1=O | -7.11* | i | i | i | i | i | i | i | i | -10.1 | i
NC(=O)OCCCc1ccccc1 | i | i | i | i | i | i | i | i | i | -4.6 | i
CCOC(=O)C1=C(C)N(C)C2(C)CC1c1ccccc1O2 (centres undefined) | i | i | i | i | i | i | i | i | i | -5.9 | i
COc1ccc(C2SCC(=O)Nc3c2c(=O)[nH]n3C2CCCCCC2)cc1 (centres undefined) | i | i | i | i | i | i | i | i | i | -8.3 | i
COc1ccc(Cl)cc1C(=O)C1CCCN(Cc2cnc(C)s2)C1 (centres undefined) | i | i | i | i | i | i | i | i | i | -6.0 | i
Cc1cc(O)c(CN2CCN(c3ccccc3)CC2)cc1C | i | i | i | i | i | i | i | i | i | -9.6 | i
O=c1c2ccccc2nc(-c2ccco2)n1-c1ccccn1 | i | i | i | i | i | i | i | i | i | -8.6 | i
COc1ccc(Cc2c(O)[nH]c(=O)[nH]c2=O)c(OC)c1 | i | i | i | i | i | i | i | i | i | -12.7 | i
O=C(Cc1ccccc1[N+](=O)[O-])N1CCN(Cc2ccc3c(c2)OCO3)CC1 | i | i | i | i | i | i | i | i | i | -6.4 | i
Cc1sc2nc(COC(=O)Cc3ccccc3)[nH]c(=O)c2c1C | i | i | i | i | i | i | i | i | i | -12.0 | i
O=C1NC(=O)N(CCC2=CCCCC2)C(=O)/C1=C/c1ccc(O)cc1 | i | i | i | i | i | i | i | i | i | -5.2 | i
N#Cc1c(/N=C/c2ccc(O)cc2O)sc2c1C1CCN2CC1 | i | i | i | i | i | i | i | i | i | -7.2 | i
Cc1cccc(OP(=O)(Oc2ccccc2)OC(c2ccccc2)C(F)(F)F)c1 (centres undefined) | i | i | 8* | i | i | i | i | i | i | -11.2 | i
CCC(=NCCCN1CCOCC1)c1c(O)n(Cc2ccccc2)c(=O)[nH]c1=O | i | i | i | i | i | i | i | i | i | -6.0 | i
O=C(NCc1ccccc1)c1cccn(Cc2ccccc2)c1=O | i | i | i | i | i | i | i | i | i | -12.3 | -9.78*
CCN1C[C@]2(COC(=O)c3ccccc3N)CC[C@H](OC)C34[C@@H]5C[C@H]6[C@H](OC)[C@@H]5[C@](O)(C[C@@H]6OC)[C@@](O)([C@H]13)[C@@H](OC)[C@@H]42 | i | i | i | i | i | i | i | i | i | -8.3 | i
COc1ccc(OC)c(N=Cc2c(O)[nH]c(=O)[nH]c2=O)c1 | i | i | i | i | i | i | i | i | i | -5.5 | i
COc1cccc(-n2c(/C=C/c3ccccn3)nc3ccccc3c2=O)c1 | i | i | i | i | i | i | i | i | i | -5.7 | i
O=c1c2ccccc2nc(/C=C/c2ccccn2)n1-c1ccccc1 | i | i | i | i | i | i | i | i | i | -1.1 | i
COC(=O)C1=C(N)Oc2cc(C)oc(=O)c2C12C(=O)Nc1ccccc12 (centres undefined) | i | i | i | i | i | i | i | i | i | -9.2 | i
CCOC(=O)CC1=C(C(=O)OCC)C2(C(=O)N1CC(=O)OC)C(C#N)=C(N)Oc1ccccc12 (centres undefined) | i | i | i | i | i | i | i | i | i | -14.1 | i
O=C(c1cccc2ccccc12)C1CCCN(Cc2ccon2)C1 (centres undefined) | i | i | i | i | i | i | i | i | i | -14.4 | i
CCCCCc1nc2ccccc2c(=O)n1-c1ccc(Cl)cc1[N+](=O)[O-] | i | i | i | i | i | i | i | i | i | -3.1 | i
Cc1nc2ccccc2c(=O)n1-c1ccc(C(=O)O)cc1 | i | i | i | i | i | i | i | i | i | -4.0 | i
Cc1c2cnn(CC(=O)N3CCC4(CC3)OCCO4)c(=O)c2c(C)n1Cc1ccccc1 | i | i | i | i | i | i | i | i | i | -9.5 | i
CCN1CCN(c2cn[nH]c(=O)c2Cl)CC1 | i | i | i | i | i | i | i | i | i | -10.3 | i
CCOC(=O)c1c(C)n(Cc2ccco2)c2ccc(O)cc12 | i | i | i | i | i | i | i | i | i | -3.5 | i
Cc1nc2c(-c3ccc(F)cc3)c(C)nn2c(C)c1CCC(=O)N1CCC2(CC1)OCCO2 | i | i | i | i | i | i | i | i | i | -13.4 | i
CC(=O)Nc1cc(C(=O)N2CCC3(CC2)OCCO3)ccc1Sc1ccc(C)cc1 | i | i | i | i | i | i | i | i | i | -5.8 | i
CC(=NCc1cccnc1)c1c(O)n(-c2ccc(Cl)cc2)c(=O)[nH]c1=O | i | i | i | i | i | i | i | i | i | -1.9 | i
CN(C)C(=S)SSC(=S)N(C)C | i | i | 16* | i | i | i | i | i | i | -40.9 | i
N=C1c2ccccc2CN1NC(=O)c1ccc(Cl)cc1 | i | i | i | i | i | i | i | i | i | -3.2 | i
CN1C(=O)C(=Cc2ccc(N3CCCCCC3)cc2)C(=O)N(C)C1=O | i | i | i | i | i | i | i | i | i | -8.5 | i
O=C(COc1ccc(Cl)cc1)N1CCN(C2CCCC2)CC1 | i | i | i | i | i | i | i | i | i | -4.3 | i
CC1C(C)N1CC(O)Cn1ccnc1[N+](=O)[O-] (centres undefined) | i | i | i | i | i | i | i | i | i | -2.1 | i
CCOC(=O)C1CCN(/C=C2/C(=O)NC(=O)N(Cc3ccco3)C2=O)CC1 | i | i | i | i | i | i | i | i | i | -7.9 | i
Cc1ccccc1-n1c(-c2ccoc2)nc2ccccc2c1=O | i | i | i | i | i | i | i | i | i | -3.8 | i
Cc1c(N=Cc2c(O)n(CCc3ccccc3)c(=O)[nH]c2=O)c(=O)n(-c2ccccc2)n1C | i | i | i | i | i | i | i | i | i | -13.0 | i
CN(Cc1ccccc1)C1CCCN(C(=O)COc2ccccc2Cl)C1 (centres undefined) | i | i | i | i | i | i | i | i | i | -12.0 | i
COC(=O)C1=C(c2cc3ccccc3o2)C[C@@H]2CC[C@H]1N2C(=O)NC(C)C | i | i | i | i | i | i | i | i | i | -9.8 | i
Cc1cc(S(=O)(=O)NC(C)C)ccc1OCC(=O)N1CCN(Cc2ccc3c(c2)OCO3)CC1 | i | i | i | i | i | i | i | i | i | -12.2 | i
Brc1ccc2c(c1)C(OC1CN3CCC1CC3)c1ccccc1CS2 (centres undefined) | -14.2* | i | i | i | i | i | i | i | i | -17.2 | i
CCCC12CN3CN(C1)CC(CCC)(C3)C2O (centres undefined) | i | i | i | i | i | i | i | i | i | -8.3 | i
O=C1NC(=O)N(Cc2ccccc2Cl)C(=O)/C1=C/N1CCOCC1 | i | i | i | i | i | i | i | i | i | 8.0* | i
Cc1[nH]c2ccccc2c1C(=O)C(=O)N1CC2CC(C1)c1cccc(=O)n1C2 (centres undefined) | i | i | i | i | i | i | i | i | i | -25.6 | i
Cc1ccc2[nH]c(=S)n(-c3cccnc3)c(=O)c2c1 | i | i | i | i | i | i | i | i | i | -5.1 | i
CCOC(=O)C1(CCc2ccccc2)CCN(Cc2ccc3c(c2)OCCO3)CC1 | i | 25* | i | i | i | i | i | i | i | -21.0 | i
Cn1c(O)c(C(=Nc2ccc(F)cc2)c2ccccc2)c(=O)n(C)c1=O | i | i | i | i | i | i | i | i | i | -3.9 | i
CCc1ccccc1NC(=O)CNCc1ccccc1 | i | i | i | i | i | i | i | i | i | -7.3 | i
CCN(CC)C(=O)c1ccc(NC(=O)CNC(C)c2cccc3ccccc23)cc1 (centres undefined) | i | i | i | i | i | i | i | i | i | -9.0 | i
Cc1ccc(CN2C(=O)NC(=O)C3(Cc4c(nc5ccccn5c4=O)N4CCCCCC43)C2=O)cc1 (centres undefined) | i | i | i | i | i | i | i | i | i | -12.8 | i
Cc1ccc(-n2c(O)c(/C=N/N3CCOCC3)c(=O)[nH]c2=S)cc1 | i | i | i | i | i | i | i | i | i | -5.2 | i
Cn1c(C(=O)N2CCC3(CC2)OCCO3)cc2c(=O)n(C)c3ccccc3c21 | i | i | i | i | i | i | i | i | i | -7.6 | i
CCCCc1ncc(CN2CCCC(C(=O)c3ccc(SC)cc3)C2)[nH]1 (centres undefined) | i | i | i | i | i | i | i | i | i | -25.0 | i
COc1ccc(CCn2c(O)c(/C=N/N3CCCCC3)c(=O)[nH]c2=O)cc1OC | i | i | i | i | i | i | i | i | i | -9.5 | i
Cc1nc2ccsc2c(=O)n1-c1ccccc1Cl | i | i | i | i | i | i | i | i | i | -2.9 | i
O=C(c1c[nH]c2ccc(S(=O)(=O)N3CCOCC3)cc2c1=O)N1CCC2(CC1)OCCO2 | i | i | i | i | i | i | i | i | i | -4.2 | i
